Screening data from PubChem.
Hsp70 activator = switches on Hsp70 transcription; AID 1203; HeLa Hsp70 promoter luciferase reporter, luminescence; scaled: vehicle 0, proteasome-inhibitor control 100%; activation, % at 10 µM; actives 0.04% (n = 200,000);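 active = activation above the mean across all tested compounds plus 3 SD, cutoff set per campaign, cut at about 5.5% in these data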;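 also: 100% = MG132 at 30 µM as the positive control and 0% = DMSO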
APP 5'UTR act = APP 5'UTR luciferase reporter activation | activation, % at 2 µM | AID 1276 | SH-SY5Y APP 5'UTR luciferase reporter, luminescence; zero percent = DMSO vehicle wells | actives 1% (n = 190,000);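 active = activation above a set limit, based on mean plus 3 SD of controls, cut at about 140% in these data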; also: values of inactives mirror those of a sister screen read the other way
Redox H2O2 prof = compounds producing H2O2 with reducing agent – biochemical, NIH compound library profiling, artefact control for MLSCN library redox annotation, primary screen | activation, % at 10 µM | DTT-dependent redox cycling H2O2, phenol red/HRP absorbance; 100% = 100 µM peroxide control, 0% = buffer | actives 0.03% (n = 200,000);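 active = activation of at least 50% relative to the plate's high and low controls in the primary single-dose screen; inactive = activation below 50%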;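 also: compound incubated with DTT at 0.8 mM final as the reducing agent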
STAT3 activator = activators of IL-6 induced STAT3 signaling. U3A cells, IL-6 STAT3-luciferase reporter, luminescence; 100% = signal with IL-6 EC80 alone. activation (% of control), % at 5.6 µM. actives 0.91% (n = 190,000);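 active = activation above the screen-wide mean of compound activation plus 3 SD, cut at about 130% in these data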;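 also: 0% = background luminescence of wells with medium and substrate only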
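Material: STAT1-lacking human U3A cells, STAT3 luciferase reporter | Benchmarks: IL-6-only wells as 100% reference | Probe or stimulus: IL-6 (33 ng/mL) | Timing: Compound 1 h, then IL-6 6 h at 37 °C | Detection: Luminescence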
STAT3 blocker = STAT3 signaling inhibition; U3A cells, IL-6 STAT3-luciferase reporter, luminescence; host cell line lacks STAT1; AID 862; inhibition, % at 5.5 µM; actives 0.89% (n = 190,000);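 active = inhibition above the mean inhibition across all screened compounds plus 3 SD, cut at about 44% in these data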;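 also: 0% = DMSO only wells and 100% = 100 µM nifuroxazide control wells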
NF-kB neuron act = raises NF-kB expression in human neuronal cells; NF-kB reporter expression; hits give high values; fold change at 12.5 µM; actives 1.6% (n = 190,000); in the data active = fold change above about 3.3
TLR4-MyD88 BLA = blocks binding of human TLR4 to MyD88; HeLa CL3-4 TLR4/MyD88 BLA complementation, FRET ratio; O00206+Q99836; inhibition, % at 8.4 µM; actives 0.18% (n = 200,000); in the data active = inhibition above about 25%;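 also: 0% = vehicle and 100% = reference inhibitor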
Target sequence (O00206 whole entry, looked up): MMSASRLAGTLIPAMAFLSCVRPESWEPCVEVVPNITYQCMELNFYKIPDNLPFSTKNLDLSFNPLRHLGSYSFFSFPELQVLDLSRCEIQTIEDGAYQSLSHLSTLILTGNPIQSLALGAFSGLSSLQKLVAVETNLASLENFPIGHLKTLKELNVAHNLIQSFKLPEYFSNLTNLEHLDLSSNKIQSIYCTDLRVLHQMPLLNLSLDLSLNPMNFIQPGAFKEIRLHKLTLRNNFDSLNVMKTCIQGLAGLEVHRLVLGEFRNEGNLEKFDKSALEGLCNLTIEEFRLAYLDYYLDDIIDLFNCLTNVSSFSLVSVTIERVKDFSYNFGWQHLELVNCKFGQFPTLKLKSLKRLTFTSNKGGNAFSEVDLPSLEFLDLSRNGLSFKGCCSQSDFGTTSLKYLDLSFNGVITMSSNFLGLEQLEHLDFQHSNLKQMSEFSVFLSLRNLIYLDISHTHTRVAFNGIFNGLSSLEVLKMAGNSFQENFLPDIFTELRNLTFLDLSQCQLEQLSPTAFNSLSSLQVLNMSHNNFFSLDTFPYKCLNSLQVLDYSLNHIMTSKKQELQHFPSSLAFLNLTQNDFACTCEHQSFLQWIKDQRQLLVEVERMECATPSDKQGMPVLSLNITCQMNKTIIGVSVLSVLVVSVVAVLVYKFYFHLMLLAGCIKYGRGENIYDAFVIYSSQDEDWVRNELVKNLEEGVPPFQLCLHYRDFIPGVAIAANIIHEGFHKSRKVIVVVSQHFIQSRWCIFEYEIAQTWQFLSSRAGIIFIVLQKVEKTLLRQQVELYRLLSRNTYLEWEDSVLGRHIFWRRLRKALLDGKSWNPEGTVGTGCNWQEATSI
Target sequence (Q99836 whole entry, looked up): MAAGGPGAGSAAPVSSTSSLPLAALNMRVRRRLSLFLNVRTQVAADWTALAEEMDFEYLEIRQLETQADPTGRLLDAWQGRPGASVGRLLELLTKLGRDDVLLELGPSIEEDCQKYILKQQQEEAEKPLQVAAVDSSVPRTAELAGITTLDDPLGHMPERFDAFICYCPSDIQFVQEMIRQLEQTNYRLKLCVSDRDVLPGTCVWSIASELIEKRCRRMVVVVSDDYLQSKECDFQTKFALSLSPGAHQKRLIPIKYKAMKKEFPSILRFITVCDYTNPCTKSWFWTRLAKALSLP
STAT1 blocker = reduces IFN-gamma driven STAT1 reporter signal; NIH 3T3 STAT1-luciferase reporter, luminescence; actives 0.35% (n = 200,000); AID 920; inhibition, % at 5.5 µM;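 active = inhibition above a set limit, the mean inhibition across all tested compounds plus 3 SD, cut at about 34% in these data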;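 also: 0% = IFN-gamma with DMSO and 100% = IFN-gamma with 300 µM nifuroxazide; values of inactives mirror those of a sister screen read the other way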
STAT1 activator = STAT1 signaling activation; NIH 3T3 STAT1-luciferase reporter, IFN-gamma, luminescence; 100% = IFN-gamma alone, no compound; activation (% of control), % at 5.5 µM; actives 2.6% (n = 200,000);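 active = activation above the screen-wide mean activation plus 3 SD, cut at about 130% in these data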;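 also: raw ratio to IFN-gamma control signal so 100% means no change and 0% no light; values of inactives mirror those of a sister screen read the other way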
Efa HMGR inh = E. faecalis class II HMG-CoA reductase inhibition | purified E. faecalis HMGR, NADPH absorbance 340 nm kinetic | inhibition, % at 10 µM | actives 0.41% (n = 190,000);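 active = inhibition above a set limit, the median over all tested compounds plus 3 SD, cut at about 9.5% in these data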;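 also: enzyme runs in reverse so mevalonate oxidation gives rising NADPH absorbance; 0% = complete reaction with DMSO and 100% = background rate lacking mevalonate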
* marks the source's active call; other numbers are inactive results; x = not tested or not shown.

Values run as follows: Hsp70 activator, APP 5'UTR act, Redox H2O2 prof, STAT3 activator, STAT3 blocker, NF-kB neuron act, TLR4-MyD88 BLA, STAT1 blocker, STAT1 activator, Efa HMGR inh
1) CCNc1nc(NC(C)C)nc(NS(=O)(=O)c2ccc(N)cc2)n1
    -0.6, -1, 0.1, 98, 9, 1.1, -7, 5, 95, 3
2) Cc1ccc(P(=O)(O)c2ccc(C)cc2)cc1
    -0.1, 5, 0.1, 103, -1, 1.1, -9, -5, 104, -1
3) [O-]/C(=C(\C(=S)Nc1cccc2ccccc12)[n+]1ccccc1)c1ccc(OC(F)F)cc1
    -0.3, 9, -1.1, 130, -33, 1.3, 5, 4, 95, -5
4) O=C(Nc1ccccc1)Nc1cccc(-c2cn3cccnc3n2)c1
    -0.3, 15, 0.0, 98, 4, 0.89, -1, -14, 111, -6
5) COc1cc([C@@H]2[C@H]3CN(C)CC=C3C(C#N)=C(N)C2(C#N)C#N)cc2c1OCO2
    -0.3, -15, -2.9, 74, 36, 1.1, 18, 11, 91, 3
6) Cc1ccc2cc(CN(CCN(C)C)C(=O)Nc3ccc(Cl)cc3)c(=O)[nH]c2c1
    -0.3, 26, 0.6, 105, 0, 1.3, 6, 11, 89, -5
7) Cc1ccsc1/C=C1/SC(N2CC(C)OC(C)C2)=NC1=O (configuration not stated)
    -0.5, 5, 0.2, 101, -4, 1.3, -14, -1, 101, 2
8) O=C(c1cccc(F)c1)n1nnc2ccccc21
    -0.4, -3, 1.8, 105, -1, 1.1, 8, -6, 106, 1
9) COc1cc(NC(=O)C2CCCC2)c(OC)cc1Cl
    -0.2, -5, 0.3, 84, 24, 1.2, -21, 3, 97, 4
10) COc1cc(/C=N/N=C2/SCC(=O)N2c2ccc(O)cc2)ccc1O
    -0.3, 4, -1.1, 93, 12, 0.82, -4, 4, 95, 0
11) COc1ccc([N+](=O)[O-])cc1NC(=O)CS(=O)(=O)c1ccc(C)cc1
    -0.1, -2, -0.8, 92, 15, x, -2, 15, 87, 0
12) Cc1nn(C(=O)N2CCCCC2)c(C)c1CN1C(=O)c2ccccc2C1=O
    -0.5, 11, -2.3, 102, 1, 0.99, 0, -7, 107, 3
13) COc1cccc(-n2c(SC)nnc2-c2c[nH]c3ccccc23)c1
    -0.1, -2, -1.5, 90, 20, 0.97, -15, 8, 92, 2
14) O=C(CSCc1ccccc1)Nc1ccc(Cl)cn1
    0.1, 25, 0.9, 105, -5, 1.5, -15, -5, 104, -2
15) CC(c1ccccc1)N1C(=O)CC(Sc2ncccc2C(=O)O)C1=O (configuration not stated)
    -0.2, x, 0.6, 102, 0, 0.96, 2, 5, 94, -6
16) COc1ccc(OCc2nnc(SCC(=O)N3CCCc4ccccc43)n2-c2ccc(C)cc2)cc1
    0.4, -5, 16, 102, -1, 0.71, 0, -3, 103, -3
17) CCN1CCN(CCOc2ccc(Br)cc2C)CC1
    -0.1, 5, -1.1, 101, 2, 1.1, -5, 1, 99, -4
18) Cc1ccc(S(=O)(=O)NCCC2(C(C)C)CCOC(C)(C)C2)cc1 (configuration not stated)
    0.7, 2, 0.0, 102, 3, 1, 3, 4, 96, -4
19) CC(C)Cc1nnc(NS(=O)(=O)c2ccc(Cl)cc2)s1
    -0.2, 9, -0.6, 105, -1, 1.2, -2, 2, 99, 0
20) OC(CN1CCOCC1)C12CC3CC(CC(C3)C1)C2 (configuration not stated)
    0.1, 7, 1.8, 107, -6, 1.1, 1, -4, 103, -5
21) O=C(C1CCCN(S(=O)(=O)c2ccc(F)cc2)C1)N(Cc1cccs1)C1CC1 (configuration not stated)
    -0.4, 5, -1.4, 97, 10, 0.83, -5, 4, 97, -7
22) COc1ccc(/C(N)=N/OC(=O)c2ccc(OC)c([N+](=O)[O-])c2)cc1OC
    0.0, 15, -2.3, 86, 26, 0.89, -4, 1, 98, 1
23) N#CC1=C(N)NC(SCC(=O)Nc2ccc(Br)cc2)=C(C#N)C12CCCCC2
    0.2, -21, -1.4, 107, -2, 0.62, 16, 4, 96, 1
24) CCCSc1nc(N2CCOCC2)c2c(c1C#N)CC(C)(C)SC2
    -0.4, -18, 0.2, 106, -1, 1.1, -2, -4, 104, 3
25) CC(C)C(C(=O)Nc1ccc2c(c1)OCCO2)N1C(=O)c2ccccc2C1=O (configuration not stated)
    0.1, 13, 1.5, 99, 4, 1.1, 2, -1, 101, 1
26) CC(C)=CC(=O)OCC(=O)NC(=O)NC(C)(C)C
    -0.3, 11, 1.0, 103, 1, 0.99, -20, 0, 100, -2
27) Cc1ccc(-c2cc(C(=O)N3CCOCC3)c3ccccc3n2)cc1
    -0.2, 20, 0.0, 115, -17, 1, 0, -2, 102, -4
28) CCn1c(NCc2ccco2)nc2ccccc21
    0.1, -12, -0.9, 80, 31, 1.1, -2, 2, 97, -8
29) CCOC(=O)C(CC)n1nc(C)n2c(cc3occc32)c1=O (configuration not stated)
    -0.1, 15, 0.2, 97, 8, 1, 2, -7, 107, -6
30) O=C1OC(c2cccc([N+](=O)[O-])c2)C2(CCCC2)C(=O)C12CCCCC2 (configuration not stated)
    -0.4, -6, -0.3, 101, 2, 1, 2, 9, 92, -6
31) CC(CS(=O)(=O)c1cccc2cccnc12)N1CCCCC1 (configuration not stated)
    0.0, 13, -2.8, 103, 3, 1.2, 0, -5, 106, 0
32) Oc1ccc(/C=N/n2cc(-c3ccccc3)[nH]c2=S)cc1
    -0.3, 12, -0.1, 111, -11, 1.3, 1, -10, 108, 3
33) COc1ccc(-c2cc3nc4n(c(=O)c3s2)CCC4)cc1
    -0.5, 160*, 2.1, 20, 92*, 1.1, -4, 65*, 40, 0
34) O=c1oc2ccc3ccccc3c2cc1-c1nnc(-c2ccccc2)o1
    -0.3, 23, 1.7, 83, 22, 1.2, 0, 8, 93, -1
35) COc1ccc2c(c1)c(=O)c(C(=O)c1ccccc1)cn2Cc1ccccc1
    -0.1, 17, 0.5, 97, 3, 0.94, -5, 2, 98, 0
36) O=C(Nc1ccc(S(=O)(=O)Nc2nccs2)cc1)c1cc(-c2ccccc2Cl)nc2ccccc12
    -0.1, 11, -8.4, 109, -3, 0.79, 4, 11, 90, 3
37) COc1cccc2cc(C(=O)N3CCN(c4ccccc4F)CC3)c(=O)oc12
    -0.2, -3, 0.1, 97, 3, 1.1, -4, -2, 102, 2
38) COc1ccc(/C(C)=N/NC(=S)NCCc2ccccc2)cc1
    0.2, 26, -1.6, 98, 9, 1.1, 0, 2, 97, 1
39) COc1cc(C(=O)Nc2cccc(-c3nc4ncccc4o3)c2C)cc(OC)c1OC
    -0.3, 0, 2.4, 99, 5, 0.98, 5, 3, 97, -3
40) S=C(Nc1ccccc1)Nc1ccc(OCc2ccc(Cl)cc2Cl)cc1
    -0.5, -70, 3.2, 51, 64*, 0.4, 4, 59*, 47, -3
41) COC(=O)c1cc(OC)c(OC)cc1NC(=O)CSc1nnnn1Cc1ccccc1
    0.6, 2, 1.1, 99, 5, 0.82, 18, -2, 102, -2
42) COc1cc(CO)cc(Br)c1OCC(=O)Nc1cccc2ccccc12
    0.0, 0, -1.1, 107, -1, 0.89, -8, -4, 102, -2
43) O=C(CSCc1ccc(Cl)cc1)Nc1ccccc1O
    -0.3, 4, -0.7, 108, -5, 3.1, -1, -7, 104, -1
44) Cn1cnc([N+](=O)[O-])c1C(=O)Nc1cccc([N+](=O)[O-])c1
    -0.2, -13, 0.6, 109, -4, 1.4, -9, -7, 104, 6
45) CC(=O)Nc1ccc(S(=O)(=O)Oc2ccc(/C=N/N=C3/NC(=O)C(CC(=O)O)S3)cc2)cc1 (configuration not stated)
    -0.1, 12, -1.6, 99, 5, 1.2, 7, 0, 98, -5
46) O=C(O)c1nsc(Cl)c1Cl
    -0.1, 7, 0.8, 100, 4, 1.5, 0, -3, 102, 3
47) CCOc1ccccc1NC(=O)COC(=O)/C=C/c1ccc(OC)c(OC)c1
    -0.4, 3, 0.7, 107, -7, 0.97, 9, 8, 92, 1
48) CC(C)CC(=O)NC(=S)Nc1ccccc1C(F)(F)F
    -0.3, 13, -0.3, 103, -6, 1.1, -2, -10, 112, -5
49) O=S(Cc1ccc(Br)cc1)Cc1nnc(SCc2c(Cl)cccc2Cl)n1-c1ccccc1 (configuration not stated)
    -0.5, 11, -7.1, 77, 29, 0.94, -7, 3, 97, -1
50) CC(=O)Nc1ccccc1C(=O)C(=O)Nc1ccc(C(=O)N2CCOCC2)cc1
    -0.1, 16, -0.3, 92, 17, 1.2, 3, 0, 100, -2

Remaining list, next part:
Values run as follows: Hsp70 activator, APP 5'UTR act, Redox H2O2 prof, STAT3 activator, STAT3 blocker, NF-kB neuron act, TLR4-MyD88 BLA, STAT1 blocker, STAT1 activator, Efa HMGR inh
51) CCOC(=O)c1cc(-c2ccccc2)sc1NC(=O)COC
    -0.1, 13, -0.5, 87, 19, 1.1, -8, -4, 102, 3
52) Cc1ccsc1/C=N/NS(=O)(=O)c1ccc([N+](=O)[O-])cc1
    -0.3, -3, -0.5, 101, 1, 1, 13, -10, 109, -1
53) O=C(CN1CCC(n2nnc3cc(F)ccc32)CC1)Nc1ccc2c(c1)CCC2
    -0.4, 6, 3.5, 106, -3, 1.1, 9, 2, 98, 2
54) CC1CCC(C(C)C)C(OCC(O)CNC(C)c2ccccc2)C1 (configuration not stated)
    -0.3, -10, 0.9, 101, 4, 1.2, -4, 10, 89, 0
55) CC(=O)Nc1ccc(NC(=O)C2CCN(c3ccc(C(F)(F)F)cn3)CC2)cc1
    -0.1, 2, 0.1, 77, 34, 0.91, 0, 3, 96, -1
56) N#CCCN(Cc1cccnc1)S(=O)(=O)c1ccc(S(=O)(=O)N2CCCCCC2)cc1
    -0.1, 3, 2.1, 101, 4, 1.4, 5, 5, 96, 3
57) CCc1cccc(NC(=O)CCNS(=O)(=O)c2cccc3nonc23)c1
    -0.2, 10, 0.0, 101, 3, 1.2, 1, 2, 100, -3
